CHOP inh = inhibitors of CHOP promoter induction, primary screen, cell-based, unfolded protein response, luciferase reporter. CHO-K1 CHOP-promoter luciferase, tunicamycin-induced, 15-18 h. inhibition, % at 10 µM. 220,000 compounds, 3.8% hits;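 active means compounds that reduced the stress-induced luciferase reporter signal by more than about 70% of percent inhibition, limit read from the data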;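 further: 0% = tunicamycin plus vehicle and 100% = wells without tunicamycin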
Wee1 stabilizer = Wee1 degradation inhibitors, primary screen, cell-based, HeLa, Wee1K328M-luciferase, luminescence | HeLa Luc-Wee1K328M stability; 100% = proteasome inhibitor MG132 effect | reporter increase, % at 5 µM | 220,000 compounds, 1.2% hits | AID 1321, 2008;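 active means activation above the mean of all tested compounds plus 3 SD, set per screening run, cut at about 8.8% in these data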;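 further: cells exposed to compound for 20 h before luminescence read; 0% = DMSO alone and 100% = MG132 at 30 µM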
Target sequence (P30291 whole entry K328M): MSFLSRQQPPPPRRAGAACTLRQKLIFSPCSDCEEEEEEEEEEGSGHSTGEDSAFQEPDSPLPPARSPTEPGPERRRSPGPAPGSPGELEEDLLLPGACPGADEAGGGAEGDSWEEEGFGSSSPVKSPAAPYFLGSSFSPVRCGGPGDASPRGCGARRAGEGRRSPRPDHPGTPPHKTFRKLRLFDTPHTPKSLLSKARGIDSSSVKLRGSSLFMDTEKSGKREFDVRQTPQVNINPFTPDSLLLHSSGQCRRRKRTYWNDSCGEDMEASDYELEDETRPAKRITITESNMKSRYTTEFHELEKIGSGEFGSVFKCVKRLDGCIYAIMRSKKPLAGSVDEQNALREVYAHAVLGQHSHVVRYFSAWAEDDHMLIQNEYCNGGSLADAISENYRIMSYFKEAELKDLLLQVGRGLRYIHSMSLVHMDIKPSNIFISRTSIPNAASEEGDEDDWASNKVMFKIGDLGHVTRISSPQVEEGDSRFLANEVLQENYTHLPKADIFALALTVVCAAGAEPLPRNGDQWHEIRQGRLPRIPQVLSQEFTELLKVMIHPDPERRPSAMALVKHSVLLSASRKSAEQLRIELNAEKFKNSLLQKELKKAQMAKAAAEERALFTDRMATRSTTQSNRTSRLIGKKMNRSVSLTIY
EP2 antag = human EP2 receptor antagonists, primary screen, TR-FRET cAMP, C6 glioma cells; Prostaglandin E2 receptor EP2 subtype (Homo sapiens), P43116; C6 glioma cells expressing human EP2; cells stimulated with saturating PGE2; inhibition, % at 25 µM; 260,000 compounds, 0.52% hits;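 active means percent inhibition above 40 after rounding to a whole number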;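 further: rat C6 glioma host cells with rolipram phosphodiesterase inhibitor present; the protocol text gives 20 µM as final concentration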
Target sequence (P43116 whole entry, looked up): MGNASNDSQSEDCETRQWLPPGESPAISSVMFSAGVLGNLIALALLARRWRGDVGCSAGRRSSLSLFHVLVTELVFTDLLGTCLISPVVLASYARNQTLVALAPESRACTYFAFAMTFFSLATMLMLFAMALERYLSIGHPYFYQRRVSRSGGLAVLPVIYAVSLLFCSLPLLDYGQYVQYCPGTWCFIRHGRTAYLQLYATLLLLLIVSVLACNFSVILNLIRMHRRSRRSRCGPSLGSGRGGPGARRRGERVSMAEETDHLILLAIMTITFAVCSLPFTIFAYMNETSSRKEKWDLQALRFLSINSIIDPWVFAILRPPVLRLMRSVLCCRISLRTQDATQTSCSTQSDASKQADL
FXIa inh = human FXIa protease inhibitors, primary screen, biochemical, 1536-well. Coagulation factor XI (Homo sapiens), P03951. purified FXIa, Boc-Glu-Ala-Arg-AMC fluorogenic substrate. inhibition, % at 5 µM. 220,000 compounds, 0.14% hits. AID 798, 2007;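 active means inhibition of at least 40%; inactive means inhibition below 40%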;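 further: fluorescence of freed AMC excited at 355 nm; 0% = enzyme without compound and 100% = no enzyme blank; many of its hits are not listed in these tables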
FXIIa inh = human FXIIa protease inhibitors, primary screen, biochemical, 1536-well. Coagulation factor XII (Homo sapiens), P00748. purified FXIIa, Boc-QGR-AMC fluorogenic substrate, 2 h. inhibition, % at 5 µM. 220,000 compounds, 0.3% hits. AID 800, 2007; in the data active means inhibition above about 40%;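 further: 0% = enzyme with no compound and 100% = blank without enzyme; many of its hits are not listed in these tables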
TNF death inh = inhibitors of TNF-alpha triggered necroptosis, primary screen, cell-based, Jurkat FADD-/-, single concentration | Jurkat FADD-/- TNF necroptosis rescue, ATP luminescence, 24 h; 0 = TNF only, 100 = no-TNF cells | activation (protection from cell death), % at 10 µM | 220,000 compounds, 0.068% hits;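 active means activation, meaning protection from cell death, of at least 50% relative to plate controls; inactive means activation below 50%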;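 further: necroptosis triggered by 40 ng/mL TNF-alpha added together with compound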
Tb hexokinase = Trypanosoma brucei hexokinase 1 inhibitors, primary screen, biochemical, G6PDH-coupled NADH absorbance, MLSCN library | 220,000 compounds, 0.11% hits | AID 1430, 2008 | inhibition, % at 10 µM | hexokinase 1 [Trypanosoma brucei] | recombinant TbHK1, G6PDH-coupled NADH A340;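 active means inhibition of 50% or more in the single-dose primary screen; inactive means inhibition below 50%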
L929 necroptosis = inhibitors of zVAD-triggered necroptosis, primary screen, L929 cells. L929 zVAD necroptosis rescue, ATP luminescence, 24 h; with zVAD 60 µM. viability rescue, % at 10 µM. 220,000 compounds, 0.38% hits;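 active means activation, scaled between plate controls, above about 75%, limit read from the data; inactive means activation under that limit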;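 further: 0% = zVAD with DMSO and 100% = DMSO alone without zVAD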
PPC-1+TRAIL kill = compounds killing PPC-1 cancer cells with TRAIL present, primary screen, TRAIL potentiator project, ATPLite luminescence, uHTS; PPC-1 cells + TRAIL, ATPLite viability luminescence; cell killing (% activity), % at 4 µM; 220,000 compounds, 0.41% hits;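 active means cell killing above 50% in the first pass at 4 µM, then a duplicate retest at 5 µM averaging 50% or more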;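 further: plate controls were cells with TRAIL plus DMSO for no effect and medium-only wells lacking cells for full effect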
The depositor's hits bear a star; . = no result given; & = joins results of further samples. Only part of the results is shown. The share of hits here may be higher or lower than overall.

Start of the data: the first four entries, ahead of the listing:
SMILES	CHOP inh	Wee1 stabilizer	EP2 antag	FXIa inh	FXIIa inh	TNF death inh	Tb hexokinase	L929 necroptosis	PPC-1+TRAIL kill
O=C(CN1CCN(C(=O)c2ccccc2)CC1)Nc1ccc(Br)cn1	32	-5	9	-27	2	2.5	-5	0.2	11
N#Cc1ccc(N2CCN(c3ccc(F)cc3)CC2)cc1	-8	-3	4	-5	2	-2.4	-6	0.1	8
O=C(NC(=S)N1CCc2ccccc21)c1ccco1	4	1	4	-1	4	-0.5	-16	-0.8	.
CCCC(CCC)=NNC(=O)CN(Cc1ccccc1)S(=O)(=O)c1ccccc1	41	-1	10	1	4	1.1	27	0.6	0

This part in full, from the first entry:
SMILES	CHOP inh	Wee1 stabilizer	EP2 antag	FXIa inh	FXIIa inh	TNF death inh	Tb hexokinase	L929 necroptosis	PPC-1+TRAIL kill
O=C(CN1CCN(C(=O)c2ccccc2)CC1)Nc1ccc(Br)cn1	32	-5	9	-27	2	2.5	-5	0.2	11
N#Cc1ccc(N2CCN(c3ccc(F)cc3)CC2)cc1	-8	-3	4	-5	2	-2.4	-6	0.1	8
O=C(NC(=S)N1CCc2ccccc21)c1ccco1	4	1	4	-1	4	-0.5	-16	-0.8	.
CCCC(CCC)=NNC(=O)CN(Cc1ccccc1)S(=O)(=O)c1ccccc1	41	-1	10	1	4	1.1	27	0.6	0
Cc1ccc(CNCC(O)(c2ccccc2)c2ccc(F)cc2)cc1 (stereo unspecified)	51	-3	.	3	-1	-0.1	8	0.7	15
COCCOc1nc2c(c(=O)n(C)c(=O)n2C)n1CCc1ccccc1	-4	0	5&11	-6	-1	-2.6	6	0.2	23
CCC(C(=O)NC(C)(C)C)N(C(=O)Cn1nnc(-c2cccs2)n1)c1cnc2ccccc2c1 (stereo unspecified)	13	1	7&7	-2	5	-0.2	0	-0.2	28
CCn1nc(C)c(/C=N/NC(=O)CSc2ccccn2)c1C	-18	-3	7	4	9	-0.2	-6	0.2	-5
Cc1ccccc1NS(=O)(=O)c1ccc2[nH]cc(C(=O)N(C)Cc3ccco3)c(=O)c2c1	6	3	11	-2	-5	-7.1	-11	0.6	4
Cc1ccc(C2(CC(=O)O)CCOC(C)(C)C2)cc1 (stereo unspecified)	2	-2	5	13	22	-1.1	2	-0.4	-1
CCc1ccc(/C=C\C(=O)N2CCc3ccccc3C2)cc1	21	-2	.	15	19	-1.8	3	-0.3	7
COc1ccc(NC(=O)CNS(=O)(=O)c2ccc3nc(C)sc3c2)c(OC)c1	20	0	14	7	4	0.0	2	8.9	21
Nc1nonc1-c1noc(CCCOc2ccc(Cl)cc2Cl)n1	69	-2	7	-7	5	0.7	4	2.3	4
Cc1ccccc1N1CCN(S(=O)(=O)c2ccc3oc(=O)ccc3c2)CC1	46	-1	10	3	5	0.8	3	0.7	10
C#CCNC(=O)C1=C[C@@H](c2cn(C(C)=O)c3ccccc23)C[C@@H](OCc2ccc(CO)cc2)O1	5	3	10	-3	1	2.4	-13	-0.5	4
CCOC(=O)CSc1nnc(CNC(=O)c2ccc(OC)cc2)n1C1CCCCC1	-1	0	3	5	14	0.0	15	-0.1	-2
CC(C)Oc1ccc(C(CC(=O)O)NC(=O)c2cccs2)cc1 (stereo unspecified)	-4	-3	7	-11	-3	0.7	0	-0.5	-2
COc1ccc(-c2cn3cccnc3n2)cc1	-10	7	10	-7	-7	-1.4	-27	-0.6	14
O=C(Cc1ncon1)Nc1ccc(F)c(F)c1F	16	3	15	12	13	9.8	-4	0.8	15
O=C(Cc1sc(Nc2ccccc2)nc1-c1ccccc1)NCc1ccccc1	47	0	9	-2	6	1.6	1	46	21
Cc1cc(-c2nn(-c3ccccc3F)cc2CN2CCCC(C(N)=O)C2)c(C)s1 (stereo unspecified)	30	-2	7	2	8	2.9	3	-0.1	12
Cc1cccc(NC(=S)N/N=C/c2ccc3c(c2)OCO3)c1	-54	-1	11	1	6	-0.1	-11	-0.5	13
c1ccc(CN2CCC(N=C3NN=C(c4ccc5c(c4)OCCO5)CS3)CC2)cc1	29	5	5	0	.	0.5	-15	0.5	4
C/C(=N\NC(=O)c1ccccc1)c1ccccc1Br	1	0	6	-4	-2	0.7	4	0.8	22
Cc1ccsc1/C=N/n1c(-c2cccnc2)n[nH]c1=S	0	-2	6	-15	5	-3.1	-5	-0.1	0
OCCNC(=S)NC1CCCCC1	13	-2	4	-2	17	0.8	1	1.5	19
O=C(CCCNC(=O)/C(=C/c1ccc(Br)cc1)NC(=O)c1ccccc1)OCc1ccccc1	26	6	10	10	6	3.2	-3	-0.6	6
CC1=C(C(=O)Nc2ccc(C)cc2C)C(c2ccc(C)o2)NC(=O)N1 (stereo unspecified)	-19	1	8	3	14	1.4	-3	1.7	12
CN1c2ccccc2-c2nc3ccccc3n2C1c1ccncc1 (stereo unspecified)	10	-1	17	-2	8	0.6	-7	-0.3	-5
CN(c1ccccc1)S(=O)(=O)c1ccc(NC(=O)c2ccccc2)cc1	48	-4	11	-1	1	0.7	1	0.0	-3
CCn1c(/C=N/NC(=O)c2ccc(OC)cc2)nc2ccccc21	12	-1	7	0	7	-2.4	-46	.	16
Cn1c(SCc2c(F)cccc2Cl)nnc1-c1cccs1	17	3	5	1	16	-0.5	1	-0.5	12
CCOC(=O)C1(Cc2ccc(Cl)cc2)CCN(Cc2cn(CC)nc2C)CC1	25	2	8	4	13	-0.5	0	0.9	1
CN(Cc1ccccc1)C(=S)NC(=O)c1ccccc1	-1	-3	-1	0	13	-0.7	-1	0.0	-11
CN(C)S(=O)(=O)N1CCN(S(=O)(=O)c2ccc(F)cc2)CC1	4	0	10	-10	5	-0.1	3	0.2	8
NC(=O)c1ccc(NC(=O)c2ccccc2S(=O)(=O)c2ccccc2[N+](=O)[O-])cc1	11	0	7	6	10	5.8	-2	1.1	30
O=C(COC(=O)c1cc(S(=O)(=O)N2CCCCC2)ccc1Cl)NCc1ccco1	-31	5	1	2	9	1.2	1	0.1	14
CC(=O)N1N=C(c2ccc(C)c([N+](=O)[O-])c2)OC1(C)C	16	0	3	1	4	-2.1	-14	-1.0	-10
CCCS(=O)(=O)N1CCN(C(=O)c2cccc(OC)c2)CC1	3	-3	12	-4	2	0.2	-8	1.4	15
O=C(Cn1cnc2sc(-c3ccccc3)cc2c1=O)NCc1ccco1	.	4	9	0	5	-12	-17	0.1	8
O=C(c1cc(-c2ccco2)on1)N1CCc2ccccc2C1	12	-1	4	1	-11	0.4	3	1.3	18
COC1=NS(=O)(=O)c2ccccc21	-18	0	11	8	13	0.9	1	0.1	-4
N#Cc1nc(COc2ccc(Br)cc2)oc1N1CCN(Cc2ccccc2)CC1	74*	-1	11	-6	-6	3.2	-5	1.5	17
O=c1[nH]c2ccc(S(=O)(=O)N3CCN(c4ccc(F)cc4)CC3)cc2o1	5	-3	-1	0	10	0.9	5	-0.1	16
COC(=O)CC1=NC(=O)CS1	14	4	11	-2	4	0.8	-1	4.8	-7
CC1CCN(c2c([N+](=O)[O-])nn(-c3ccc4c(c3)OCCO4)[n+]2[O-])CC1	38	-2	6	0	17	0.4	-7	-0.4	3
O=C(Nc1scc(-c2cccs2)c1C(=O)O)c1cccs1	5	-2	14	12	12	0.1	-22	0.7	17
CCCN1CCc2[nH]c(=S)[nH]c(=O)c2C1	11	5	7	1	5	-2.2	-4	0.8	8
O=C(Oc1coc(CSc2nnc(NC(=O)C3CC3)s2)cc1=O)c1c(F)cccc1F	41	0	5	2	3	-0.7	3	-0.7	15
Cc1c(NC(=O)c2cc3nc(-c4ccccc4)cc(C)n3n2)c(=O)n(-c2ccccc2)n1C	-14	-2	10	18	25	-5.1	-2	-0.5	19
O=C(Cc1ccc(-n2c(=O)[nH]c3ccccc3c2=O)cc1)N1CCN(c2cccc(Cl)c2)CC1	46	1	4	1	15	-1.9	-2	0.0	10
CCCCNc1c([N+](=O)[O-])ncn1C	18	0	11	-1	7	-0.7	-21	0.1	0
O=C(Nc1cccc(-c2nc3cccnc3s2)c1)c1cccnc1Cl	20	1	4	-4	4	-7.2	-10	0.8	10
Cc1ccc(C)c(-n2nnnc2Sc2nnnn2-c2ccccc2)c1	.	-3	5	-2	1	-21	1	-0.6	.
FC(F)(F)c1nnc(-c2ccccc2)nc1N1CCOCC1	-4	1	5	18	18	-2.8	-9	0.1	16
Clc1cccc(-c2ccc(/C=N/n3cnnc3)o2)c1	27	3	11	3	15	-1.2	-55	1.8	9
O=C(CSc1nc2[nH]ncc2c(=O)[nH]1)c1ccccc1	-12	0	5	4	8	1.0	2	18	-8
NC(N)=NS(=O)(=O)c1ccc(NC(=S)NC(=O)c2sc3ccccc3c2Cl)cc1	8	6	6	-3	4	1.4	-7	2.3	12
O=C1O/C(=C\C(=O)N2CCOCC2)c2ccccc21	-8	1	8	9	15	-3.4	3	0.2	2
CC1(C)CC(=O)C(C(=O)C2CCN(S(=O)(=O)c3ccccc3)CC2)C(=O)C1	-1	0	4	10	10	0.1	-1	1.5	-1

(next part)
SMILES	CHOP inh	Wee1 stabilizer	EP2 antag	FXIa inh	FXIIa inh	TNF death inh	Tb hexokinase	L929 necroptosis	PPC-1+TRAIL kill
COc1cc(/C=N/n2cnnc2)ccc1OC(=O)c1cccnc1	-9	2	0	19	42*	-1.6	-26	0.6	15
N#Cc1sc2nc(N3CCCCC3)c3c(c2c1N)CCCC3	3	-1	17	-6	2	-7.5	-14	0.1	14
CC(C)=N/N=c1\scc(C)n1Cc1ccco1	-3	1	3	-1	-1	0.0	-6	-0.3	7
CC1CCC/C(=N/Nc2ccc([N+](=O)[O-])cc2[N+](=O)[O-])C1 (stereo unspecified)	3	1	20	7	6	1.6	1	0.2	18
COc1ccc(-c2noc(CCC(N)=O)n2)cc1OC	27	-1	11	-18	1	0.7	4	1.4	9
CCS(=O)(=O)N1CCN(Cc2ccncc2)CC1	13	-1	6	4	5	0.4	9	0.1	15
COCCNC(=O)CNC(c1ccccc1)c1ccccc1	16	-3	4	2	14	0.2	-7	-0.1	-37
CCCCC1OC23CCCCC2C(C#N)(C(=N)O3)C1(C#N)C#N (stereo unspecified)	-6	-1	15	3	14	-2.8	-4	-0.2	-11
CCSc1nnc(NC(=O)C2CCCCC2)s1	2	-2	10	-6	5	-0.9	-2	0.4	19
COc1ccccc1NC(=O)NCCC1=CCCCC1	26	-1	11	2	7	0.6	4	2.9	1
C=C(C)COc1ccc(-c2nc(N)ncc2Oc2ccc(OC)cc2)c(O)c1	67	-2	.	-2	1	-0.5	-9	0.5	-7
CNC(=O)CN(C)S(=O)(=O)c1ccc(F)cc1	10	1	11	-13	13	0.3	4	0.5	-6
COC(=O)C(Cc1c[nH]c2ccccc12)N1CCS(=O)(=O)CC1 (stereo unspecified)	12	4	11	-1	11	-0.4	-10	-0.1	8
OCCSc1nc2ccccc2n1CCOc1ccccc1	0	1	-7	-2	9	-1.7	-8	-0.2	2
Oc1cc2ccccc2cc1-c1nnc2n1-c1ccccc1SC2	30	-2	16	2	12	-1.1	-6	0.2	4
COc1ccc(-c2nc3n(n2)C(=O)CC(c2ccco2)S3)cc1 (stereo unspecified)	27	1	5	10	12	1.2	0	0.2	4
